phage Ecoli inh = E. coli growth loss with phage present | inhibition, % at 11.9 µM | AID 651602 | 360,000 compounds, 0.26% hits | growth absorbance; in the data active means inhibition above about 11%
PKA-R2B act = activators of human PKA-R2B complex; P22694+P31323; activation, % at 11.4 µM; 340,000 compounds, 0.079% hits; PKA-R2B holoenzyme dissociation, Cy5-IP20 fluorescence polarization; R2B truncated from residue 108, S112A mutant; 0% DMSO only, 100% 113 µM cGMP;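 active means activation above a cutoff set at the mean over all compounds plus 3 SD, cut at about 18% in these data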;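 further: higher means more holoenzyme dissociation and a rise in polarization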
Target sequence (P31323 whole entry, looked up, other chains not shown, the tested form may be a part): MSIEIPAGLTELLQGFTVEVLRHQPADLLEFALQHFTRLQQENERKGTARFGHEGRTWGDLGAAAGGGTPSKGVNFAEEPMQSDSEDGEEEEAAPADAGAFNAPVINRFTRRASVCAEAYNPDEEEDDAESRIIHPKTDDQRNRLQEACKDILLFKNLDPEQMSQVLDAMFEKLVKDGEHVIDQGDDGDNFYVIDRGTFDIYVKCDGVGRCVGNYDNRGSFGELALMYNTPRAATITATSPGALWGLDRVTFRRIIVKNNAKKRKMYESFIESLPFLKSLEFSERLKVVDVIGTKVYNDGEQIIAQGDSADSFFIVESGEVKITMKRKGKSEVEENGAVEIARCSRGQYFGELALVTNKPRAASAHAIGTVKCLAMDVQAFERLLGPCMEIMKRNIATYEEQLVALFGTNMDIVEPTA
DAGLB inh = blocks human DAGLB lipase activity; 340,000 compounds, 0.059% hits; Q8NCG7; inhibition, % at 5.17 µM; HEK293T DAGLB membrane lysate, EnzChek fluorogenic substrate; AID 504411; in the data active means inhibition above about 34%;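 further: 0% = enzyme with vehicle and 100% = wells lacking enzyme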
CDK5 inh = blocks human CDK5/p35 kinase activity; Recombinant CDK5/p35, ADP-Glo luminescence, 60 min; 330,000 compounds, 0.01% hits; AID 488839; inhibition, % at 10 µM; Q00535+Q15078;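 active means highest replicate inhibition of at least 50% and at least 75% of replicates reaching 50%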;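 further: plate controls were DMSO neutral control for no effect and GW8510 at 10 µM for full effect; many of its hits are not listed in these tables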
Ecoli viability = bacterial growth inhibition, counter-screen for AddAB inhibitors; E. coli V3065 growth, OD600 absorbance, 18 h; inhibition, % at 11.9 µM; 330,000 compounds, 0.27% hits;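 active means inhibition above the campaign's mean inhibition across all tested compounds plus 3 SD, cut at about 9.9% in these data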;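 further: uninfected addAB+ strain grown without phage in ampicillin broth; 0% = DMSO wells and 100% = ciprofloxacin 0.95 µg/ml wells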
HTR5A inv ctr = inverse agonist of human HTR5A in OPRM1-OPRD1 counter-screen; P47898; HTR5A cell line, luminescence, inverse agonism; inhibition, % at 9.3 µM; 340,000 compounds, 0.083% hits; in the data active means inhibition mostly above about 23%, no sharp cut-off; inactive means mostly below about 18%;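 further: 0% = cells with DMSO and 100% = no-cell wells with DMSO; some compounds called inactive have numbers as strong as hits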
Target sequence (P47898 whole entry, looked up): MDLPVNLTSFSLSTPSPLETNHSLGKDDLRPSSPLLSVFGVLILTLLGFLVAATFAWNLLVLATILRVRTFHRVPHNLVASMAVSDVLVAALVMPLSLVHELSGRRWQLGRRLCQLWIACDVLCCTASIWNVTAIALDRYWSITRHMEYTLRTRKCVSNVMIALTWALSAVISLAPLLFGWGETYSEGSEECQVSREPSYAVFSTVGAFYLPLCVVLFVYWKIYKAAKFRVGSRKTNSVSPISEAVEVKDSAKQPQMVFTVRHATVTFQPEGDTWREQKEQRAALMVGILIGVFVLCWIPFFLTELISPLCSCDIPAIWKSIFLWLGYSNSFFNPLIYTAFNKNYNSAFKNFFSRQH
AddAB inh = less growth of phage-infected E. coli with AddAB | E. coli expressing H. pylori AddAB, absorbance growth | 330,000 compounds, 0.29% hits | inhibition, % at 11.9 µM; in the data active means inhibition above about 12%;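 further: 0% = vehicle wells of infected cells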
Tat transport = blocks Tat-dependent protein export in E. coli; E. coli MC4100 TorA-mCherry Tat export, fluorescence; inhibition, % at 10 µM; 340,000 compounds, 0.036% hits; AID 488895;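 active means mean replicate inhibition at least 50% and at least half of replicates individually reaching 50%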;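 further: exported cargo escapes ClpAP degradation while cytoplasmic cargo is degraded and loses fluorescence; 0% = median of neutral control wells and 100% = median of NaSCN control wells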
SUMO Mot1 rescue = blocks SUMOylation pathway, rescuing yeast Mot1-301 growth; S. cerevisiae Mot1-301 growth rescue, ATP luminescence, 38.5C; percent above DMSO median, 100 means doubled; growth rescue, % at 18.8 µM; 320,000 compounds, 1% hits; AID 2716;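 active means every valid replicate shows activation above 250% relative to neutral control wells; inactive means the rest, any valid replicate at or below 250%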;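 further: OY570 slx delta 5 strain wells were the positive control but not used for scaling; some compounds called inactive have numbers as strong as hits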
HTR5A ag = HTR5A agonism, opioid heterodimer counter-screen. P47898. HTR5A agonist assay, luminescence, cell-based. activation, % at 9.3 µM. 340,000 compounds, 0.61% hits. AID 504692; in the data active means activation mostly above about 9.5%, no sharp cut-off; inactive means mostly below about 7.6%;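 further: 0% = cells with vehicle only and 100% = reference agonist; strong numbers were not always called active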
PKA-R1A activ = activators of PKA-R1A complex; P00514+P68181; PKA-R1A dissociation, Cy5-IP20 fluorescence polarization; scaled: DMSO 0%, 113 µM cGMP 100%; activation, % at 11.4 µM; 340,000 compounds, 0.083% hits; AID 504707;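 active means percent activation above the mean of all tested compounds plus 3 SD, cut at about 19% in these data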;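 further: higher means more PKAc released from R1A so a rise in polarization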
Active calls of the source: *; / = no result given.

molecule	phage Ecoli inh	PKA-R2B act	DAGLB inh	CDK5 inh	Ecoli viability	HTR5A inv ctr	AddAB inh	Tat transport	SUMO Mot1 rescue	HTR5A ag	PKA-R1A activ
CCOC(=O)CN(C(=O)COC(=O)C1(c2ccccc2)CC1)c1ccc(F)cc1	1.6	12.8	3.3	-0.3	-1.9	4.1	0.7	9.9	-14.7	0.7	5.6
CC(=O)c1sc(Nc2nc3cc4c(cc3s2)OCO4)nc1C	-0.5	-8.0	0.6	1.0	/	-12.4	/	-3.2	/	5.0	-0.9
CCCCN(CC)C(=O)CN1C(=O)c2ccccc2C1=O	1.4	11.2	-0.5	-0.4	3.9	-22.5	4.3	14.3	-20.3	2.2	-6.2
CCN1CCN(CCNC(=O)CCCn2nc(C)c3c(C)n(-c4ccc(C)cc4)nc3c2=O)CC1	2.8	0.7	2.7	1.4	-0.9	20.8	2.3	-9.7	4.9	-5.0	-4.0
COc1ccc(CN(C)C(=O)CNC(=O)c2ccc3ccccc3c2)c(OC)c1	0.6	-3.4	-1.5	-0.3	1.6	11.2	3.2	-0.2	-14.7	-0.4	3.7
CS(=O)(=O)N1CCc2cc(C(=O)Nc3ccc(Cl)cc3)ccc21	0.2	5.3	-0.8	0.6	0.2	-5.1	1.7	-6.1	-7.5	1.4	6.0
c1csc(-c2nc(NCC3CCCO3)c3ccccc3n2)c1 (stereo not given)	-0.1	17.7	-5.7	2.4	-2.1	-6.4	-1.4	3.7	-6.0	0.3	3.3
O=C(Nc1cc2c3c(c1)CC(=O)N3CCC2)c1ccc(Br)cc1	0.2	-2.9	-1.3	-1.1	0.9	0.0	0.1	4.5	3.7	0.0	-2.4
CCCSc1nc2c(cnn2-c2ccccc2)c(=O)[nH]1	0.7	1.1	1.1	-0.7	-2.5	-13.6	-2.3	-2.3	6.4	4.8	-6.3
COc1cc(/C=N/Nc2cccc(C)c2)ccc1OC(=O)c1ccco1	2.3	-2.3	-0.9	-1.2	0.6	10.7	4.3	-5.5	40.5	-1.8	-10.2
O=[N+]([O-])c1cc(-c2nc(-c3ccncc3)no2)ccc1Cl	1.9	4.2	-0.8	-1.8	4.3	-2.1	3.0	-8.9	42.5	0.6	8.4
COc1ccc(OC)c(-c2csc(NC(=O)C3COc4ccccc4O3)n2)c1 (stereo not given)	5.0	6.5	-13.0	0.7	-1.5	-8.9	1.2	-3.5	-2.6	3.3	5.4
CN(Cc1nc2ccccc2n1C)S(=O)(=O)c1ccc(Cl)cc1	1.0	-10.1	-0.4	-10.3	-2.0	0.5	2.6	4.7	-2.0	5.2	-16.1
COc1ccc2[nH]c(C(=O)NCCCn3ccnc3)cc2c1	/	8.3	0.1	-0.1	-3.3	-9.1	-1.5	1.9	-1.6	2.5	-6.3
CCCCNC(=O)CC1N=C2c3ccccc3N=C(SCC(=O)Nc3ccccc3C)N2C1=O (stereo not given)	2.2	-4.5	-1.8	1.4	-0.1	-22.9	-2.0	-3.8	40.7	-4.4	-10.2
Cc1ccnc(NS(=O)(=O)c2ccc(N3C(=O)c4ccccc4C3=O)cc2)n1	7.3	2.3	-1.0	-0.5	4.2	-19.4	4.6	0.4	-8.7	2.1	1.0
Cc1cccc(OC(=O)c2cccnc2)c1C	2.1	-9.9	-0.8	-0.4	3.3	-7.5	0.3	1.0	-21.3	2.7	-1.2
OC(CN1CCC(Cc2ccccc2)CC1)c1ccccc1 (stereo not given)	2.6	4.8	0.7	-0.1	0.5	0.4	0.9	-0.9	7.9	-0.1	0.6
CC(=O)NC(CC(=O)OCC(=O)Nc1cc(S(=O)(=O)N2CCCCC2)ccc1C)c1ccccc1 (stereo not given)	3.0	-5.7	-2.2	-2.0	3.3	-8.7	1.5	-8.5	-5.5	3.5	-6.0
COc1ccc(NS(=O)(=O)c2cccs2)cc1S(=O)(=O)N1CCCCC1	4.0	-6.0	0.7	0.9	-0.3	-4.1	1.3	-0.1	-0.2	8.9	-8.5
CC(C)[C@H]1C(=O)Nc2ccccc2N1C(=O)N[C@@H](Cc1ccccc1)C(=O)N[C@H](C(=O)O)c1ccccc1	1.3	3.8	-3.2	0.6	-1.5	-7.2	2.2	5.1	230.4	1.8	-4.2
CC(=O)NC(Cc1ccccc1)Cc1ccccc1	1.3	3.7	-2.2	-1.0	1.4	13.2	1.6	3.0	-7.4	-3.8	2.2
COc1cc(-c2nnc3n2N=C(c2ccccc2)CS3)cc(OC)c1OC	2.2	5.6	-1.2	-2.2	-1.3	-28.4	-4.3	0.0	18.1	9.7	7.1
O=C(NCc1cccnc1)c1ccc(Cl)c(S(=O)(=O)N2CCOCC2)c1	-0.6	-3.9	1.4	-1.5	/	6.7	/	3.4	-1.5	-2.8	4.8
Cc1cc(=O)oc2cc(OCC(=O)Nc3ccccc3C(=O)O)ccc12	1.4	-2.4	-1.4	-2.4	0.2	-17.4	-0.4	2.6	10.2	-2.9	3.0
Cc1ccc(N(CCO)C(=S)Nc2ccccc2)cc1	-0.2	-17.9	0.5	0.2	0.5	-28.9	4.7	5.1	-10.5	6.3	-0.4
CN(C)CCCn1c(=O)n(Cc2ccco2)c(=O)c2c3c(sc21)CCCCC3	1.6	-2.1	1.3	-0.9	-2.1	-16.2	-0.2	13.7	-3.6	-1.9	-2.7
Clc1ccc2nc(-c3ccncc3)cc(-c3ccccc3)c2c1	2.0	7.3	-0.5	-0.7	-2.3	3.2	0.2	-4.4	138.5	-0.9	14.1
Cc1cccc(Sc2c([N+](=O)[O-])ncn2C)c1	1.2	1.3	-1.4	0.7	-1.9	7.7	-2.1	-7.6	-12.0	-2.9	-6.9
Nc1cc2c(cc1Cl)N(Cc1ccccc1)C(=O)CO2	0.5	11.8	0.6	1.2	-1.1	2.0	1.2	-2.4	3.5	-0.8	-5.3
Cc1ccc(S(=O)(=O)N2C[C@@H]3[C@H]4CC[C@H](C4)[C@@H]3[C@@H](C)[C@@H]2c2ccn(Cc3ccccc3)c2)cc1	2.0	-7.9	-19.2	2.6	1.8	-12.6	0.9	-0.9	/	3.6	-1.0
Cc1nc(N2CCN(Cc3ccccc3)CC2)nc2c1C(=O)CC(C)C2 (stereo not given)	1.8	-2.8	-2.7	-1.6	-0.4	-1.5	-0.4	-4.1	-13.3	2.6	2.5
O=C(CC(c1ccccc1)c1ccccc1)Nc1nn[nH]n1	0.9	-4.0	1.9	0.7	-1.1	0.3	-1.2	-6.1	7.2	5.9	-4.8
O=C(COC(=O)c1cccnc1Nc1cccc(C(F)(F)F)c1)NCCN1C(=O)CSC1=O	1.6	-10.7	-2.1	0.5	0.6	-12.0	-1.4	0.9	115.7	2.5	5.7
S=C(NCCc1ccc(Cl)cc1)NC1CCCCC1	4.7	-6.4	-4.8	-1.9	4.3	-12.0	3.1	4.5	-4.2	3.3	-11.3
CC(C)CN(C(=O)COC(=O)c1ccc2ccccc2c1)c1c(N)n(Cc2ccccc2)c(=O)[nH]c1=O	2.7	-14.9	0.7	-0.3	-0.9	13.5	1.7	2.6	20.3	-5.2	-19.1
CCN(CC)CCNC(=O)c1ccccc1N	2.4	-5.8	-0.2	-0.1	1.3	3.7	1.9	-3.5	3.1	-1.0	5.5
COc1cccc(N2C(=O)CN(Cc3cc(OC)c(OC)c(OC)c3)C2=S)c1	0.2	-2.2	-2.3	0.4	0.5	-5.1	0.3	-11.3	-2.2	1.4	-6.5
CC(C)C(=O)N[C@@H]1c2ccccc2CC[C@@H]1OCc1ccccc1	2.8	-2.8	-0.1	1.4	0.2	0.9	0.1	-6.9	/	-0.3	2.4
CCc1ccc(OCC(=O)OCC(=O)NCCNC(=O)COC(=O)COc2ccc(CC)cc2)cc1	0.3	-9.2	-3.8	-1.0	-0.5	-36.5	3.2	-2.2	-5.1	9.8	-8.1
CC1(C)CC(NC(=O)COc2cc3oc(=O)c4c(c3cc2Cl)CCC4)CC(C)(C)N1	3.6	0.2	2.5	/	-1.4	-10.3	2.5	21.5	8.9	8.3	3.4
COc1cccc(NC(=O)N2C3CCCC2CC(NC(C)=O)C3)c1 (stereo not given)	-0.4	9.2	1.4	1.0	0.8	0.7	-0.9	6.1	38.3	-0.2	-4.1
Cc1ccc2nc3c(cc(C#N)c(=O)n3-c3nccs3)c(=O)n2c1	-0.5	-2.5	-0.6	-1.1	-0.1	-19.4	1.4	9.1	-9.0	-0.8	6.0
CC1C(=O)N2CCCc3cc(NS(C)(=O)=O)cc1c32 (stereo not given)	2.4	-14.5	-0.6	0.5	-0.2	3.4	2.4	1.5	-8.8	3.1	-4.9
CC(C)COc1ccc(-c2nn(-c3ccccc3)cc2CO)cc1	2.5	-11.3	-10.1	0.7	1.4	-9.9	-0.7	4.3	-4.7	2.8	-11.2
Cc1cc(Cl)c(S(=O)(=O)NC2CCCCC2)cc1OCC(=O)Nc1nncs1	2.9	-2.1	-4.2	-1.2	-1.7	-7.6	2.9	-8.0	35.2	-1.3	-5.5
COc1cc(C2C3=C(COC3=O)OC(C)(C)Oc3cc4c(cc32)OCO4)cc(OC)c1OC (stereo not given)	3.5	9.3	-0.2	0.7	/	2.5	/	0.0	/	-0.6	6.9
Cc1ccc(N2CC(C)Cn3c2nc2c3c(=O)[nH]c(=O)n2C)cc1 (stereo not given)	1.0	1.4	-1.1	3.5	/	14.1	/	-8.4	/	-4.0	-3.5
Cc1cc(Br)cc2cn[nH]c12	1.5	-9.1	-0.4	-1.1	3.3	6.9	2.3	0.9	/	-2.5	-9.2
N#CC1=C(N)Oc2n[nH]c(-c3cccs3)c2C1c1cccnc1 (stereo not given)	1.8	11.3	0.8	-1.2	-0.9	7.5	1.4	-0.1	-8.1	0.7	-7.7
O=C1CSc2ccc(C(=O)O)cc2N1	3.7	2.5	-2.0	-1.5	1.1	-13.2	1.2	2.3	481.2	4.1	6.6
COc1cc(O)oc1C=Nc1ccccc1	1.7	0.9	2.8	-2.2	-3.4	7.8	0.5	5.5	-2.4	7.6	9.8
COc1cc(CN2C(=O)C(NC(=O)c3ccco3)(C(F)(F)F)C3=C2CC(C)(C)CC3=O)cc(OC)c1 (stereo not given)	2.0	11.1	-1.0	0.9	0.8	-0.1	5.1	-11.0	-11.8	0.2	-5.9
Cc1ccc(C[n+]2cccc(-c3ccccc3)c2)c(C)c1	1.8	9.3	0.5	-2.4	-2.0	21.1	4.0	-6.8	-11.4	3.0	3.3
CN(C)c1ccc(/C=N/N2CCN(c3ccccn3)CC2)cc1	1.4	10.7	1.5	3.1	-0.1	-46.4	1.9	-5.0	2.1	-2.5	7.7
CCNS(=O)(=O)c1ccc(CCC(=O)NCc2ccccc2)cc1	4.4	8.7	-0.8	-1.2	-2.5	1.5	0.3	-4.0	-3.8	-0.6	16.8
CCCCNC(=S)Nc1ccc2nc(N3CCN(CC)CC3)cc(C)c2c1	2.9	2.4	0.2	1.3	-3.2	-21.4	-2.5	2.4	-9.9	5.5	1.4

Compound activity deposited in PubChem by several laboratories.
